D1 agonist = activates the human D1 dopamine receptor; P21728; HEK293 T-REx D1 cells, calcium flux, agonist mode; activation, % at 2 µM; 360,000 compounds, 1% hits; further: 0% is about no effect
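Tetracycline-induced HEK293 TREx D1 cells, force-coupled to calcium signalling, were dye-loaded with a no-wash calcium kit. Compound was pin-added after a 10 s baseline. Fluorescence was read kinetically at 1 cycle/s for 180 s, with calcium rises flagged as agonism.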
D1 potentiator = enhances dopamine response at the human D1 receptor. 360,000 compounds, 0.036% hits. potentiation, % at 10 µM. HEK293 TREx D1 cells, calcium flux, dopamine EC20 potentiation; in the data active means potentiation above about 30%; further: 0% is about no effect
D1 antagonist = blocks dopamine activation of the human D1 receptor | activity change, negative = inhibition, % at 10 µM | 360,000 compounds, 3.2% hits | P21728 | HEK293 TREx D1 cells, calcium flux, dopamine EC80; active compounds read low; in the data active means activity change below about -30%; further: on the % scale 0 is the no-effect control and ±100 the full control effect
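Calcium flux readout: force-coupled, inducible Hek293 Trex D1 line, cells induced overnight at 30 C with tetracycline, dye-loaded 30–90 min at RT. Antagonism scored against EC80 dopamine challenge given 180 s after compound.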
D2 antagonist = antagonists of human D2 dopamine receptor | P14416 | HEK293 TREx D2 cells, calcium flux, dopamine EC80 | inhibition, % at 10 µM | 340,000 compounds, 2% hits | AID 485344; in the data active means inhibition above about 30%; further: 0% is about no effect
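Read-out: kinetic calcium fluorescence (1 cycle/s) in inducible HEK293 T-REx D2 cells after an EC80 dopamine addition that followed 180 s compound preincubation. Loss of the dopamine response indicates antagonism.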
D2 PAM = positive allosteric modulators of human D2 dopamine receptor | potentiation, % at 10 µM | HEK293 T-REx D2, calcium flux, EC20 dopamine potentiation | 340,000 compounds, 0.34% hits;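 active means potentiation over 3 SD above the plate norm, cut at about 30% in these data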; further: 0% is about no effect
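Primary screen. Calcium kinetics in induced HEK293 T-REx D2 cells: compound pre-addition 180 s, EC20 dopamine, 180 s more.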
TRHR PAM = TRH receptor (human) allosteric enhancement | P34981 | TRHR cells, fluo-8 calcium fluorescence, EC20 TRH enhancement | enhancement, % at 2 µM | 360,000 compounds, 0.66% hits | AID 493056; in the data active means enhancement above about 30%; further: 0% is about no effect
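TRHR-expressing cells loaded with fluo-8 calcium dye were read kinetically (ex 480/em 530) during compound addition, then stimulated with an EC20 of TRH (10 nM final). Enhancement of the Gq-mediated intracellular calcium response was scored.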
TRHR ag = TRH receptor (human) agonism; 360,000 compounds, 0.18% hits; P34981; activation, % at 2 µM; TRHR cells, calcium flux fluo-8, FDSS agonist mode; further: 0% is about no effect
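Read-out: compound-evoked intracellular calcium rise in TRHR cells, fluo-8 dye, kinetic FDSS fluorescence at 1 s/cycle following a 10-cycle baseline. Cells cultured overnight before dye loading (30 min–1.5 h, RT).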
D2 ag = D2 dopamine receptor (human) agonism. activation, % at 2 µM. HEK293 T-REx D2 cells, calcium flux agonist mode. AID 485358. P14416. 340,000 compounds, 0.53% hits;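 active means activation over 3 SD above normal in the single-dose calcium agonist read, cut at about 30% in these data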; further: 0% is about no effect
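HEK293 Trex D2 cells, tetracycline-induced, o/n 30 C 5% CO2; no-wash Ca dye, RT 30–90 min; 10-cycle baseline, 23 nl cpd added, kinetic Ca read 180 s; agonist hits = positive Ca response.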
RXFP1 antag = RXFP1 (human) relaxin receptor antagonism | 350,000 compounds, 0.59% hits | Q9HBX9 | HEK293-RXFP1, relaxin-stimulated cAMP HTRF, 30 min; active compounds read low | AID 1259400 | activity change, negative = inhibition, % at 57.5 µM;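 active means activity change of -60% or lower, but not beyond a set lower limit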; further: on the % scale 0 is the no-effect control and ±100 the full control effect
Target sequence (Q9HBX9 whole entry, looked up): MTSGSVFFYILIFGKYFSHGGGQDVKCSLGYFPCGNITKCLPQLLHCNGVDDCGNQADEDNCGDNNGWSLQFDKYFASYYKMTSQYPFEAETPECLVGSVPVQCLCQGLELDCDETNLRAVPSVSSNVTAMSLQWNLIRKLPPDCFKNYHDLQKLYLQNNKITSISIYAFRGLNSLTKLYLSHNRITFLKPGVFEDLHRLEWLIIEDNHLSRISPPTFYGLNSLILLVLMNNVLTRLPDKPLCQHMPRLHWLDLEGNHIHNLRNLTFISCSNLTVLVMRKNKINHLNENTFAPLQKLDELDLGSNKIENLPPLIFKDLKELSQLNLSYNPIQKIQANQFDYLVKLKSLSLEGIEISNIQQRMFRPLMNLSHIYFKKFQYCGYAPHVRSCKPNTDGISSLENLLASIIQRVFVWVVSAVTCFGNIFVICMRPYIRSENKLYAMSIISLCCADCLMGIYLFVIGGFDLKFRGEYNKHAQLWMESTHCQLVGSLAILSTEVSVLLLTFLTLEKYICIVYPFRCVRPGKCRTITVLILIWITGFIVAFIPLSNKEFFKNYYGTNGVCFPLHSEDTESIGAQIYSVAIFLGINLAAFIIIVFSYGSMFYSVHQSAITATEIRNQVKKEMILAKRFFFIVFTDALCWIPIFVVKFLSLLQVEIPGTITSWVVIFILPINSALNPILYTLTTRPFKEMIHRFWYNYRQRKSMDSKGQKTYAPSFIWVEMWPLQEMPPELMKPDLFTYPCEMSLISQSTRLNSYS
Starred values were filed as active, the others as inactive; . = no result given. Unless noted, no stated cut-off is given here; in the data, active means activation above about 30%; inactive means the rest. Random draw from the library; 7.3% or so of the library scored in one or more.

SMILES	D1 agonist	D1 potentiator	D1 antagonist	D2 antagonist	D2 PAM	TRHR PAM	TRHR ag	D2 ag	RXFP1 antag
COc1ccc(-c2cc(C3CCN(Cc4cccc(C(F)(F)F)c4)CC3)[nH]n2)cc1	5	-7	-8	59*	-23	0	1.2	-1.0	-30
COC(=O)NCC(c1ccc2c(c1)OCO2)N1CCN(c2ccccc2)CC1 (stereo not drawn)	6	-10	-22	-16	2	1	0.5	6.5	-3
Cc1c(N=C2NN=C(c3c[nH]c4ccccc34)CS2)c(=O)n(-c2ccccc2)n1C	2	-3	-2	-1	24	11	0.1	0.5	2
CN1CCN(C(=O)CCCN2C(=O)/C(=C/c3ccc(Cl)cc3)SC2=S)CC1	10	-13	-61*	-39	-12	5	0.7	1.3	-1
O=C(CNC(=O)Cc1ccccc1)NCC(=O)N1CCN(C(c2ccccc2)c2ccccc2)CC1	6	-5	-15	-15	8	-1	0.4	-0.1	-7
COc1ccc(C(=O)Nc2ccc(S(=O)(=O)NC(C)=O)cc2)cc1[N+](=O)[O-]	2	-2	6	-3	-2	5	0.7	1.7	-8
O=C(Nc1ccc(F)cc1F)c1ccc(-n2cncn2)nc1	4	-5	11	.	-3	7	0.5	.	-4
CC1SC(c2ccccc2Cl)NC1=O (stereo not drawn)	2	-6	2	19	29	-3	0.3	0.0	-4
COc1ccc2[nH]c(C)c(CCNC(=S)Nc3ccc(C)cc3)c2c1	3	-2	-18	.	.	-9	-0.8	.	-2
O=[N+]([O-])c1cc([N+](=O)[O-])c(Oc2cc(F)ccc2F)cc1NN1CCCCC1	1	-7	-2	-3	-9	-7	-0.2	-0.9	.
Cc1ccccc1C(C)NC(=O)COC(=O)Cn1cc(C(F)(F)F)ccc1=O (stereo not drawn)	1	-1	6	-26	5	2	0.3	0.0	-8
COc1ccc(Cl)cc1NC(=O)NCCc1c(C)nn(C)c1C	0	-1	9	.	-11	-3	-0.1	0.6	.
CCc1nc2oc3ccccc3c(=O)c2c(=O)n1-c1ccccc1	1	-3	4	-9	5	0	-0.5	0.5	6
COc1ccc(C)cc1NC(=O)CCN1CC(C)OC(C)C1 (stereo not drawn)	1	-3	-30*	.	.	-3	0.1	.	-1
O=C(Nc1cccc(NC(=O)c2ccccc2Cl)c1)c1ccc([N+](=O)[O-])o1	6	-9	-46*	-17	.	2	-0.6	8.7	30
COc1cccc(NC(=O)Cn2c(=O)n(CCC(=O)NCCc3ccc(Cl)cc3)c(=O)c3ccccc32)c1	-2	0	-8	.	15	11	0.8	0.5	.
COc1cc(/C=C/C(=O)OCC(=O)Nc2cc(C)on2)ccc1OCC#N	8	9	15	.	.	3	0.1	.	-5
Cc1oc(-c2cccc(Cl)c2)nc1CS(=O)(=O)CC(=O)NC1CC1	1	-6	-12	-12	16	-4	-0.3	0.1	6
OCCNCCOCCOc1ccccc1-c1ccccc1	10	-7	19	33*	-24	-5	2.1	28	-13
CCCCCC(=O)Nc1ccc2oc(-c3ccncc3)nc2c1	2	6	5	-1	-3	4	-0.3	1.4	-13
CCN(C(=O)CSc1nc(C)nc2sc(C)c(C)c12)C1CCS(=O)(=O)C1 (stereo not drawn)	0	0	-33*	2	-10	9	-0.8	0.5	0
CCc1ccccc1NC(=O)CSc1nc(C)c(C)o1	8	-1	-12	8	-2	-4	-1.0	0.1	1
COc1ccc(C(=O)NC(=O)Nc2cc(C)ccn2)cc1	0	-3	0	2	-6	5	0.2	0.1	-16
COc1ccc(OCCCC(=O)Nc2cc(S(=O)(=O)N3CCCCC3)ccc2C)cc1	8	-3	6	23	1	0	-0.8	-0.8	-1
O=C(Nc1ccccc1C(F)(F)F)c1ccccc1Br	0	1	-4	.	.	-5	-0.2	.	-3
COc1ccc(Cl)cc1NC(=O)COc1cccc(-n2cnnn2)c1	5	-13	-20	-5	2	3	-0.9	0.3	3
O=C(O)C(c1ccccc1)N1CCCC1 (stereo not drawn)	0	-7	-25	11	20	3	0.4	0.4	8
O=C(Nc1ccc(Oc2ccc(NC(=O)C3CCCO3)cc2)cc1)C1CCCO1 (stereo not drawn)	1	-6	0	.	.	16	-0.2	.	-12
COC(=O)c1cn(NC(=O)CC2CCCCC2)c(=O)c2ccccc12	1	8	1	12	14	0	-0.5	-0.6	1
Cc1ccc(S(=O)(=O)c2nc(-c3cccc(C)c3)oc2N2CCCCC2)cc1	5	0	26	.	9	-6	-0.1	0.8	.
O=C(c1ccc(Cl)cc1)c1ccc(OCC(=O)N2CCOCC2)cc1	12	-4	-6	6	-5	1	0.2	-0.6	25
CC1(C)CC(=O)C(C=Nc2ccc(N)cc2)=C(O)C1	1	1	-4	-7	-3	-11	-1.0	-0.5	0
N#Cc1ccc(OCC(=O)Nc2ccc(N3CCCC3)cc2)cc1	7	.	11	.	.	10	-0.6	.	-7
Brc1ccc(Nc2c3c(nc4ncnn24)CCC3)cc1	0	0	-6	6	5	-1	0.5	-0.8	16
CCCCN(C)C(=S)Nc1ccc2nc(N3CCN(CC)CC3)cc(C)c2c1	3	-6	-27	14	-16	-3	1.3	0.0	14
CC1CCN(S(=O)(=O)c2cc(C(=O)N3CCN(c4ccccc4F)CC3)n(C)c2)CC1	0	1	13	.	-1	0	-0.7	-0.5	.
COC(=O)C1=CN(Cc2ccccc2)C=C(C(=O)OC)C1c1ccc(O)c(OC)c1	0	0	-8	10	-2	-8	-1.2	0.0	3
Cc1cc(C)nc(NS(=O)(=O)c2ccc(N/C=C\C(=O)c3cccs3)cc2)n1	4	-1	-7	5	13	2	-0.4	-1.2	-15
COc1cccc(N2CCN(C3C4CC5CC(C4)CC3C5)CC2)c1 (stereo not drawn)	1	7	17	-1	0	9	-0.8	2.9	-8
COc1cccc(C(=O)NC2CCN(CC(=O)Nc3ccccc3Cl)CC2)c1	4	-8	27	-11	-17	-2	0.5	-0.2	-12
COc1ccc(NC(=O)CSc2n[nH]c(=O)n2C2CC2)cc1OC	4	1	-11	5	-4	3	0.5	0.8	-2
COc1ccccc1CNS(=O)(=O)c1ccc(Cl)s1	5	.	-12	-9	2	-4	-1.2	-1.8	14
Cc1c(NC(=O)C(C)OC(=O)COc2cccc3c2OC(C)(C)C3)c(=O)n(-c2ccccc2)n1C (stereo not drawn)	-2	-1	-7	2	.	13	0.1	-0.5	-6
O=C(Nc1ccc([N+](=O)[O-])cc1)Nc1nc(-c2ccc(Cl)s2)cs1	29	-7	-47*	-17	15	5	-0.2	-0.1	-9
COc1ccc(S(=O)(=O)Nc2ccc(Cl)cn2)cc1	2	-10	2	20	0	2	0.3	-0.1	-3
CC1CCN(C(=O)CNC(=O)Cn2ccc3ccccc3c2=O)CC1	1	-3	-21	-5	10	0	0.7	0.6	.
CSc1nccc(-c2cc(Cl)sc2Cl)n1	1	-2	5	-19	-3	-3	-0.1	0.6	-10
Cc1ccc(S(=O)(=O)c2cn(CC(=O)Nc3ccc(Cl)cc3)c3ccc(F)cc3c2=O)cc1C	3	-1	6	.	-27	-3	0.6	0.6	.
CCOC(=O)CC1ON(C)C(=O)N1c1ccc(Cl)cc1Cl (stereo not drawn)	0	-1	-5	-2	-9	4	0.2	0.7	-8
O=C(CN(C(=O)Cn1nnc(-c2ccc(F)cc2)n1)c1ccc(F)c(Cl)c1)NCC1CCCO1 (stereo not drawn)	7	-2	-13	11	-10	-6	-0.2	-2.0	3
CCCCOC(=O)Nc1sc2nc(C)cc(C)c2c1-n1cccc1	2	-1	20	9	5	12	0.4	1.0	-3
Cc1ccccc1S(=O)(=O)Cc1ccc(C(=O)NCc2cccs2)o1	7	-9	15	.	.	3	0.1	.	3
COc1ccc(NC(=O)c2ccc(CN3CCN(c4ccccc4)CC3)cc2)cc1OC	1	-4	1	71*	-22	0	0.5	60*	-8
Cc1ccccc1Nc1nc2ccccc2n1C(C)C	8	-5	7	-8	-1	18	-0.4	-0.1	-4
O=C(NC(Nc1cc(C(F)(F)F)ccc1Cl)C(=O)c1ccccc1)c1ccccc1 (stereo not drawn)	2	-6	2	-6	-9	22	1.2	1.1	-37
CC(=O)Nc1ccc(-n2c(CCC(=O)O)ccc2-c2ccc(Br)cc2)cc1	3	3	-3	.	.	9	0.3	0.1	-19
Cc1cccc(NC(=O)COC(=O)c2ccccn2)c1	1	1	6	-1	10	-3	0.0	0.2	-9
O=S(=O)(NCc1ccccc1)c1cnc[nH]1	0	4	0	-2	-2	-1	-0.2	0.7	-1
COc1ccc(/C=C/C(=O)OCC(=O)NC2CCCCC2C)c(OC)c1 (stereo not drawn)	3	0	9	.	16	-4	-0.2	.	-13
CCc1ccccc1NC(=O)c1nc2nc(C)cc(C(F)F)n2n1	0	2	3	.	2	12	0.1	-1.2	.
The list continues.
SMILES	D1 agonist	D1 potentiator	D1 antagonist	D2 antagonist	D2 PAM	TRHR PAM	TRHR ag	D2 ag	RXFP1 antag
Cc1ccc(C(=O)NNC(=O)CNc2cccc(Cl)c2)cc1	2	1	0	-4	10	1	-0.2	0.5	-2
CC(=O)C1=C(C)NC(SCC(N)=O)=C(C#N)C1c1ccco1 (stereo not drawn)	3	1	-8	-12	-6	1	-0.8	-0.7	-19
O=C(CC1Sc2ccccc2NC1=O)c1ccc(Br)cc1 (stereo not drawn)	0	-5	-56*	3	2	3	0.3	0.0	.
O=C1CC(N2CCC(c3nc4ccccc4o3)CC2)C(=O)N1Cc1cccs1 (stereo not drawn)	0	-3	-6	3	-3	-4	0.2	-1.4	-9
CCn1c(CN2CCCCC2)nc2cc(S(=O)(=O)N3CCCCC3)ccc21	1	-4	-3	55*	-29	-8	-0.4	-1.3	9
Cc1ccc(SCc2nc3ccccc3[nH]2)cc1	3	10	-6	.	.	-3	0.0	.	-9
O=C(NCc1ccco1)/C(=C\C=C\c1ccccc1)NC(=O)c1ccccc1Br	2	1	7	-7	-16	-8	-0.8	1.1	-20
CCOC(=O)Cc1cc(OC)c(OC)cc1Cc1cc(OC)c(OC)cc1CC(=O)OCC	3	3	-16	-8	10	1	-0.4	-0.4	2
